Source: PubChem (National Center for Advancing Translational Sciences (NCATS))
D2 ag: D2 dopamine receptor (human) agonism; P14416; HEK293 T-REx D2 cells, calcium flux agonist mode; activation, % at 2 µM; actives 0.53% (n = 340,000); AID 485358;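 active means activation over 3 SD above normal in the single-dose calcium agonist read, cut at about 30% in these data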; further: 0% is about no effect
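Calcium-flux readout, 1 cycle/sec over 180 s following compound pin transfer, in inducible HEK293 Trex D2 cells (force-coupled); dopamine controls included. Positive calcium responses during this window marked compounds as potential agonists.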
D1 PAM: enhances dopamine response at the human D1 receptor | P21728 | HEK293 TREx D1 cells, calcium flux, dopamine EC20 potentiation | potentiation, % at 10 µM | actives 0.036% (n = 360,000) | AID 504651; in the data active means potentiation above about 30%; further: 0% is about no effect
TRHR ag: activates the human TRH receptor; activation, % at 2 µM; actives 0.18% (n = 360,000); P34981; AID 493084; TRHR cells, calcium flux fluo-8, FDSS agonist mode; further: 0% is about no effect
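Agonist-mode FDSS calcium read (Ex 480/Em 530, 1 s cycles) in 1536-well TRHR cells with fluo-8 dye, after 10-cycle baseline and 23 nL compound addition; TRH at EC20 (10 nM final) added afterwards for the enhancer phase.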
D1 antagonist: human D1 dopamine receptor antagonism. P21728. HEK293 TREx D1 cells, calcium flux, dopamine EC80; hits give low values. activity change, negative = inhibition, % at 10 µM. actives 3.2% (n = 360,000). AID 504652; in the data active means activity change below about -30%; further: on the % scale 0 is the no-effect control and ±100 the full control effect
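Tetracycline-induced HEK293 T-REx cells with force-coupled D1 receptor were loaded with a no-wash calcium dye. Compound was added after a 10 s baseline and read kinetically for 180 s; EC80 dopamine was then added and calcium flux followed another 180 s.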
D2 PAM: D2 dopamine receptor (human) potentiation; actives 0.34% (n = 340,000); P14416; HEK293 T-REx D2, calcium flux, EC20 dopamine potentiation; potentiation, % at 10 µM; AID 485347;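 active means potentiation over 3 SD above the plate norm, cut at about 30% in these data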; further: 0% is about no effect
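Tetracycline-induced HEK293 T-REx cells force-coupled to calcium signalling expressed D2; compounds were pin-added after a 10 s baseline, read kinetically 180 s, then an EC20 dopamine challenge followed with a further 180 s calcium read.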
D1 ag: activates the human D1 dopamine receptor | P21728 | HEK293 T-REx D1 cells, calcium flux, agonist mode | activation, % at 2 µM | actives 1% (n = 360,000); further: 0% is about no effect
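Tetracycline-induced HEK293 TREx D1 cells, force-coupled to calcium signalling, were dye-loaded with a no-wash calcium kit. Compound was pin-added after a 10 s baseline. Fluorescence was read kinetically at 1 cycle/s for 180 s, with calcium rises flagged as agonism.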
RXFP1 antagonist: RXFP1 (human) relaxin receptor antagonism; AID 1259400; actives 0.59% (n = 350,000); activity change, negative = inhibition, % at 57.5 µM; HEK293-RXFP1, relaxin-stimulated cAMP HTRF, 30 min; hits give low values;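 active means activity change of -60% or lower, but not beyond a set lower limit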; further: on the % scale 0 is the no-effect control and ±100 the full control effect
Target sequence (Q9HBX9 whole entry, looked up): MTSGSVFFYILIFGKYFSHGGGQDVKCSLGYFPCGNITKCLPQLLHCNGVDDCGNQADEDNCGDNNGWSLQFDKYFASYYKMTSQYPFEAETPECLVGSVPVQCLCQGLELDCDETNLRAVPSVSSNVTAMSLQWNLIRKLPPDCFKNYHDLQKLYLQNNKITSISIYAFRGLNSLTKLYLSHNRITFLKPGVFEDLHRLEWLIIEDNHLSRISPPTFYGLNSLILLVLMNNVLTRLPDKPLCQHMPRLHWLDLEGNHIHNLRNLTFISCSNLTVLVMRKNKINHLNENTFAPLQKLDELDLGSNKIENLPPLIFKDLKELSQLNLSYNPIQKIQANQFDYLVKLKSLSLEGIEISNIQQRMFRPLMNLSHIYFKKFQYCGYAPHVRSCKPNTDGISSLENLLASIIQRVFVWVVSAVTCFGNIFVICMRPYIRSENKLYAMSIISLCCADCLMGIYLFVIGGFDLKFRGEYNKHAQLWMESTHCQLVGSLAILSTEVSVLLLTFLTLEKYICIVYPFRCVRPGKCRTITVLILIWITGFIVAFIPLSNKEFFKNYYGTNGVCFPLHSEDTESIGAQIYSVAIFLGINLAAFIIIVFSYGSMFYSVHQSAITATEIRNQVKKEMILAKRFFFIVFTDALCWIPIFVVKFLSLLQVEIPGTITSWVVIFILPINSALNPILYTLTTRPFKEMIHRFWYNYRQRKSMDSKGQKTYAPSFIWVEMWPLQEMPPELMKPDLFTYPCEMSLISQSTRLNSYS
TRHR enhancer: allosteric enhancers of human TRH receptor | actives 0.66% (n = 360,000) | enhancement, % at 2 µM | TRHR cells, fluo-8 calcium fluorescence, EC20 TRH enhancement | P34981; in the data active means enhancement above about 30%; further: 0% is about no effect
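Enhancer read-out: after compound pinning and an initial kinetic agonist-mode read, an EC20 of TRH (10 nM final) was injected and fluo-8 calcium signal (Ex 480/Em 530) followed at 1 s/cycle for 100 cycles in TRHR-expressing cells.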
D2 antag: antagonists of human D2 dopamine receptor. actives 2% (n = 340,000). inhibition, % at 10 µM. HEK293 TREx D2 cells, calcium flux, dopamine EC80; in the data active means inhibition above about 30%; further: 0% is about no effect
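Tetracycline-induced HEK293 T-REx cells expressing D2 force-coupled to calcium signalling were dye-loaded, exposed to compound for 180 s, then challenged with an EC80 of dopamine; calcium flux was followed kinetically for a further 180 s.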
* hit, by the source's call; x = no result given; & = joins results of further samples. Unless noted, no stated cut-off is given here; in the data, active means activation above about 30%; inactive means the rest.

SMILES,D2 ag,D1 PAM,TRHR ag,D1 antagonist,D2 PAM,D1 ag,RXFP1 antagonist,TRHR enhancer,D2 antag
O=C(Nc1ccnn1C1CCN(C(=O)c2cccc(C(F)(F)F)c2)CC1)C1CC1,-1.1,2,-0.1,-15,2,1,-1,3,12
CCC1CCCCN1CCN1C(=O)C2C(C(=O)Nc3cccc(OC)c3)C3C=CC2(O3)C1C(=O)NC1CCCCC1 (configuration not stated),1.0,-2,-0.2,-1,-12,-1,-5,-1,-2
CCSC1=NC(C)(C)C=C(/C=C/c2ccc(Cl)cc2Cl)N1,-1.2,12,-1.3,4,14,9,-14,4,-5
O=C(NC1CC1)c1ccc2c(c1)S(=O)(=O)c1cc(Cl)ccc1C2=O,-0.2,-3,-0.5,-9,-1,0,x,-1,-9
Cc1ccnc2ccc(-c3nc4ccccc4o3)cc12,-0.8,6,-0.5,3,-4,1,-5,0,-18
CCCCN(C(=O)c1ccccc1OCc1ccc(F)cc1)c1c(N)n(CCC)c(=O)[nH]c1=O,-0.9,-5,-0.1,4,-4,5,11,-2,-20
COC(=O)[C@]1(CC(C)C)N[C@H](c2ccc(-c3ccc(OC)cc3)cc2)[C@@H]2C(=O)N(C)C(=O)[C@@H]21,-0.2,-1,0.1,8,18,1,x,6,11
Cc1ccccc1Nc1nnc(SCc2cc(=O)n3ccsc3n2)s1,0.4,8,-0.2,-54*,3,5,5,8,1
CC(=O)Oc1ccc2c(C)cc(=O)oc2c1C(=O)c1ccccc1,0.3,-5,0.4,-24,-2,4,-11,-2,9
COc1ccc(CNC(=O)C(c2ccco2)N(C(=O)c2ccccn2)c2ccccc2)cc1 (configuration not stated),0.3,6,-0.4,2,-4,2,2,1,11
Cc1cccc(Cn2cccc2CNS(=O)(=O)c2ccc(C)c(C)c2)c1,2.0,0,1.6,-7,-4,19,x,-8,x
CC(=O)OCC(=O)Nc1ccc(N=Nc2ccccc2)cc1,0.6,0,0.1,12,-8,11,3,-1,2
c1ccc(-c2nc(NCc3cccs3)c3ccccc3n2)cc1,0.9,2,1.2,-4,3,2,-9,7,4
CC(C)(C)C1CCC2(CC1)CC(=O)c1ccccc1O2 (configuration not stated),0.3,8,-0.6,1,-4,2,x,1,18
CCOC(=O)N1CCC(NC(=O)C2CCCN(Cc3nc(-c4ccc(CC)cc4)oc3C)C2)CC1 (configuration not stated),-0.6,-5,-0.9,-34*,7,37*,33,10,1
COC(=O)c1ccc(COc2ccc(/C=N/Nc3cccc(C(=O)O)c3)cc2)cc1,-0.2,-3,0.3,-12,7,12,7,-5,-5
CCCC(=O)Nc1c(-c2ccccc2)c(=O)c(C)nn1-c1ccccc1,0.0,4,-0.1,20,3,3,-13,3,-1
Cc1ccc(-n2ncc(C(=O)O)c2C2CCN(C(=O)OC(C)(C)C)CC2)cc1,0.0,-7,0.5,2,-2,3,8,-13,-2
CC1CCCN(C(=O)CNC(=O)Cn2ccc3ccccc3c2=O)C1 (configuration not stated),-0.9,-1,0.0,9,14,1,x,-3,-7
O=C1CCN(C(=O)Nc2ccccc2)N1,1.4,-5,-0.1,-1,15,1,9,-1,3

D1 antagonist, entries above that show a hit
compound	D1 PAM	TRHR ag	D1 antagonist	D2 PAM	D1 ag	RXFP1 antagonist	TRHR enhancer	D2 antag
Cc1ccccc1Nc1nnc(SCc2cc(=O)n3ccsc3n2)s1	8	-0.2	-54*	3	5	5	8	1
CCOC(=O)N1CCC(NC(=O)C2CCCN(Cc3nc(-c4ccc(CC)cc4)oc3C)C2)CC1 (configuration not stated)	-5	-0.9	-34*	7	37*	33	10	1

The listing picks up; the 3 compounds before the break are reprinted first.
SMILES,D2 ag,D1 PAM,TRHR ag,D1 antagonist,D2 PAM,D1 ag,RXFP1 antagonist,TRHR enhancer,D2 antag
Cc1ccc(-n2ncc(C(=O)O)c2C2CCN(C(=O)OC(C)(C)C)CC2)cc1,0.0,-7,0.5,2,-2,3,8,-13,-2
CC1CCCN(C(=O)CNC(=O)Cn2ccc3ccccc3c2=O)C1 (configuration not stated),-0.9,-1,0.0,9,14,1,x,-3,-7
O=C1CCN(C(=O)Nc2ccccc2)N1,1.4,-5,-0.1,-1,15,1,9,-1,3
COc1ccc(-c2oc3ncn4nc(-c5ccccc5O)nc4c3c2-c2ccc(OC)cc2)cc1,-0.5,1,-1.2,8,-8,2,0,6,x
CCOc1ccc(N2C(=O)CC(SC(=NC)Nc3cccc(F)c3)C2=O)cc1 (configuration not stated),-0.9,-9,0.4,-12,15,1,-18,5,-7
COc1ccc(NC(=O)CN(C)CC(=O)Nc2ccc(Cl)cc2F)cc1,0.0,-1,-0.5,-6,-1,4,5,-2,1
Cn1c(N)c(C(=O)COC(=O)c2ccc(Cl)c(S(=O)(=O)N3CCCC3)c2)c(=O)n(C)c1=O,-3.4,0,-0.1,-1,9,9,5,9,-14
O=C(O)Cc1ccc(S(=O)(=O)Nc2ccccc2C(=O)O)cc1,-0.3,-1,-0.3,0,-7,1,5,2,7
O=C1NN(c2ccccc2)C(=O)/C1=C\c1cccc(OC(=O)c2cccs2)c1,0.0,-2,1.3,2,-6,1,-12,-7,15
COc1ccc(NC(=O)CN2C(=O)c3ccccc3S2(=O)=O)cc1S(=O)(=O)N1CCOCC1,0.2,-2,0.1,4,-3,3,-2,-1,13
CCN=c1sc2ccccc2n1CC(O)COc1ccccc1 (configuration not stated),0.5,-4,1.6,x,-15,1,-68*,3,18
Cc1ccc(SCc2ccc(C(=O)NCc3cccnc3)cc2)cc1,-0.9,-6,-1.0,-9,-4,11,x,4,7
Cc1nn(CCCNC(=O)C2CCCO2)cc1Br (configuration not stated),-0.2,-4,0.2,-14,-1,1,-20,2,-11
CCCCn1c(N)c(N(CCOC)C(=O)c2cc3c(s2)CCCCC3)c(=O)[nH]c1=O,-0.2,-5,-0.1,5,6,1,-5,-1,-4
COc1ccc2c(c1)c1c(c(=O)n(-c3ccc(C)cc3)c(=O)n1CC(=O)NCc1ccc(C)cc1)n2C,0.8,-1,0.5,3,6,1,x,2,x
c1cc2c3c(cccc3c1)C(N1CCCCC1)=N2,0.8,-1,1.4,-5,-7,5,7,-5,-8
CCC1CCCCN1C(=O)c1ccccc1OC1CCN(S(C)(=O)=O)CC1 (configuration not stated),1.2,-6,0.6,9,-4,0,4,-3,-1
O=C(NCCc1cccs1)C1CC(c2c(Cl)cccc2Cl)=NO1 (configuration not stated),0.1,-2,-0.5,-17,15,8,x,9,16
O=C(CN(Cc1ccco1)C(=O)c1cccc(Cl)c1)Nc1c(Cl)cc(Cl)cc1Cl,x,-1,0.4,0,x,1,3,-2,x
COc1ccc2c(c1)CCc1c(C(=O)Nc3ccc(OC)cc3OC)noc1-2,-0.1,-2,-0.9,-18,0,-1,-6,7,x
CC1=CC(C)(C)N(C(=O)CN2C(=O)CCC2=O)c2ccccc21,x,-1,0.5,-38*,5,2,-1,-5,3
COc1cccc(C(=O)Nc2nnc(S(=O)(=O)N3CCCC3)s2)c1,0.1&-0.2,0&-2,0.0&0.5,4&-10,-7&2,3&-1,-2&-19,22&-3,-1
COc1ccc(NC(=O)C2CCN(S(=O)(=O)c3ccc(OC)c(OC)c3)CC2)c(OC)c1,-0.3,1,0.0,-2,-6,0,1,2,-1
CCCN(C(=O)Cn1ncc2c1-c1ccccc1OC2)c1cccc(C)c1,-0.7,5,-0.5,29,9,1,x,5,x
COc1ccccc1C(=O)NNC(=O)c1ccc(NC(=O)CC(C)C)cc1,0.3,-4,-1.2,-12,8,0,-5,0,1
CC1=CC2=NC(=O)/C(=C\c3cccn3CCOc3cccc(C)c3)C(=N)N2O1,0.4,-2,0.2,3,-6,5,-3,-5,11
O=C(c1cc(-c2cccs2)on1)N1CCN(c2ccccc2)CC1,0.2,-10,0.2,-38*,-9,5,x,-6,1
CCOC(=O)C1CCCN(Cc2ccc3c(c2)OCO3)C1 (configuration not stated),-1.0,-8,0.9,10,-23,0,-3,-5,14
O=C(NC1CCC(O)CC1)c1ccccc1OCc1ccc(F)cc1 (configuration not stated),-1.4,0,-0.2,5,6,3,1,-4,-15
CCN(CC)CCOc1ccccc1OC,13,-14,0.5,12,-16,3,-6,1,12
Cn1c(CCNC(=O)c2cccs2)n[nH]c1=S,-0.1,-8,0.5,-11,-2,2,x,-1,6
Cc1cc2oc(C(=O)Nc3ccc(S(=O)(=O)Nc4onc(C)c4C)cc3)cc(=O)c2cc1Cl,0.2,-1,0.5,12,3,1,7,2,20
Cn1ncc(Oc2ccc([N+](=O)[O-])cc2)c(Cl)c1=O,-0.1,-5,-1.1,-2,-3,2,13,-1,-6
CCOC(=O)N1CCC(NC(=O)c2cc(COc3ccccc3SC)on2)CC1,-0.2,-3,-1.1,-33*,0,16,-15,3,4
c1coc(Cn2c(SCc3nc4ccccc4[nH]3)nnc2-c2cnccn2)c1,-0.4,1,-0.4,-4,-4,2,-7,2,-4
COc1ccc(N(CC(=O)NCCc2ccccc2)C(=O)CCC(=O)Nc2nccs2)cc1,-1.5,-3,-1.4,-9,-1,0,-11,3,-18
CCOC(=O)C1=C(CSc2nc(CC)c(C)cc2C#N)OC(N)=C(C#N)C1c1ccccc1 (configuration not stated),-2.1,0,3.3,15,29,13,-3,1,-2
CC(=O)C(C)Oc1cc(C)cc2oc(=O)c(C)c(C)c12 (configuration not stated),0.3,-3,-0.3,7,-3,0,-2,-2,-11
Cn1c(CO)cnc1SCc1ccc(Cl)cc1,-0.7,0,-0.3,1,2,1,3,4,1
CCOC(=O)Cc1cc(=O)n2[nH]cc(-c3ccc(Cl)cc3)c2n1,-0.4,-9,-1.1,-28,6,1,2,9,-13
COc1ccc(NC(=O)c2cc(C)n(Cc3cccs3)c2C)cc1,x,1,-1.7,-18,x,0,-7,2,x
O=C1C(=O)N(CCN2CCOCC2)C(c2ccc([N+](=O)[O-])cc2)/C1=C(/O)c1ccc2c(c1)OCO2 (configuration not stated),-0.7,-6,1.3,-14,-1,0,-2,-7,5
CC(=O)c1ccc(S(=O)(=O)N2CCN(c3nn(C)c(=O)n(C)c3=O)CC2)cc1,0.2,-1,-0.1,-4,0,2,-10,7,18
O=C1CN(C(=O)COc2ccc(F)cc2Cl)c2ccccc2N1,-0.2,-2,0.1,-18,2,2,-14,0,15
COc1ccc(S(=O)(=O)N(CCc2ccccc2)CC(=O)NCc2ccccc2)cc1OC,-0.3,1,0.3,-16,3,2,-4,-2,x
O=C1CCCc2cc(S(=O)(=O)N3CCC(C(=O)NCc4ccccc4)CC3)ccc2N1,-0.6,-8,0.5,22,6,2,9,5,-18
CCOc1ccc(NC(=O)c2ccc3c(c2)CCN3S(=O)(=O)CC)cc1,7.7,-1,0.6,-1,1,3,x,1,x
